# Luciferase inh: Firefly luciferase inhibition profiling of diverse chemical library using quantitative high-throughput screening; purified P. pyralis luciferase, luminescence, biochemical; Potency, µM (top dose mostly 115 µM), inactives show top-dose activity change, negative = inhibition, hits mostly inhibitors; actives 2.5% (n = 76,000); AID 1347043, 2019; also: potency is read from the fitted curve at half-maximal effect; nearly all actives have a fitted effect of over 65% in size
# Target sequence (P08659 whole entry, looked up): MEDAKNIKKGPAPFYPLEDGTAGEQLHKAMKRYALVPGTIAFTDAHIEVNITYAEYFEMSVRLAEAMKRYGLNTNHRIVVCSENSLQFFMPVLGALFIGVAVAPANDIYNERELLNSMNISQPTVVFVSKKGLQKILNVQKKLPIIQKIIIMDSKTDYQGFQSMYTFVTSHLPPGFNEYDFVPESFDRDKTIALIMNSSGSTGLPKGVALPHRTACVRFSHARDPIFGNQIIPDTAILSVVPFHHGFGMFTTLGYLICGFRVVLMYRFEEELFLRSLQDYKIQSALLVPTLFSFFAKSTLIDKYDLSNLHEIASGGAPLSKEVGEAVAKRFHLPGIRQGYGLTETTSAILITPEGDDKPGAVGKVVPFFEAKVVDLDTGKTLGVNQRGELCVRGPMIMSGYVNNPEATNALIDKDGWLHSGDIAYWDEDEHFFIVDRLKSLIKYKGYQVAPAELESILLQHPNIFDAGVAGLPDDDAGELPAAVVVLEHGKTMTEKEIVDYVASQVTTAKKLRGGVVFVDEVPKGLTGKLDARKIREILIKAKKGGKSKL
#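 Cell-free enzyme assay, 10nM P. pyralis luciferase, luciferin and ATP each at 10uM. Inhibition profiled over a 6-point titration, read as luminescence.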
# SNCA expr inhib: Primary qHTS assay for inhibitors of alpha-synuclein gene (SNCA) expression; Potency, µM (series often up to 57.2 µM), without a hit: top-dose activity change, negative = inhibition, actives largely listed as inhibitors; AID 1671194, 2021; actives 0.17% (n = 140,000); HEK-293 SNCA-luciferase knock-in, luminescence, 24 h;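 also: potency is read from the fitted curve at half-maximal effect; plate controls were DMSO cells for no effect and cell-free wells for full effect; nearly all actives have a fitted effect of over 45% in size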
# HEK293 viab: GF-AFC viability counterscreen for inhibitors of alpha-synuclein gene (SNCA) expression | AID 1671193, 2021 | HEK-293-SNCA-luc viability, GF-AFC fluorescence, 24 h | Potency, µM (doses to about 57.1 µM), for the others: top-dose activity change, negative = cytotoxicity, most hits filed as cytotoxic | actives 0.12% (n = 150,000);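 also: potency is read from the fitted curve at half-maximal effect; 0% = DMSO-treated cells and -100% = medium-only wells without cells; nearly all actives have a fitted effect of over 30% in size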
#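 HEK-293-SNCA-luc cells (1500/well) plated 24 h, then exposed 24 h to a dilution series; GF-AFC added 30 min at 37C, fluorescence 405/540 nm; normalised to medium-only and DMSO wells, Hill fit.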
# IP6K1 inh: Primary qHTS assay for small molecule inhibitors of Inositol hexaphosphate kinase 1 (IP6K1); IP6K1 kinase, ADP-Glo luminescence, 2 h; active compounds read low; activity change, % (series mostly up to about 58 µM); Inositol hexakisphosphate kinase 1 (Homo sapiens), Q92551; actives 0.81% (n = 140,000); in the data active = activity change below about -25%
# Target sequence (Q92551 whole entry, looked up): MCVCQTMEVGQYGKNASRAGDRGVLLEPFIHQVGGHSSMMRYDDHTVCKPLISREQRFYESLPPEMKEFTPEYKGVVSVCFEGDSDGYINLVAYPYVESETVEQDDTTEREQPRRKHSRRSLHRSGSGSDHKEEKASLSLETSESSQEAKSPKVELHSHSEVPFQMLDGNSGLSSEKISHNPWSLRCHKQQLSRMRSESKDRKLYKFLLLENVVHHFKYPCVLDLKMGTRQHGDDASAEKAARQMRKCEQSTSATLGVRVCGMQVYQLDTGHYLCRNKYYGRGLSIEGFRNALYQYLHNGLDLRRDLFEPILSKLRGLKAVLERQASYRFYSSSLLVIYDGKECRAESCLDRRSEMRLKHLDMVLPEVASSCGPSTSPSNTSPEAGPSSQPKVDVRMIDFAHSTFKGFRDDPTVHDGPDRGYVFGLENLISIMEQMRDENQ
#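 ADP-Glo luminescence measures ADP made by human IP6K1 during a 2 h RT reaction with ATP/IP6 (mix at 1.3 mM/130 uM); top library doses 57.5 and 19.1 uM final.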
# HEK cytotox: Cytotoxic Profiling in HEK 293 Cell Line of Diverse Libraries Using Quantitative High-Throughput Screening; HEK 293 viability, ATP luminescence (CellTiter-Glo), 48-72 h; Potency, µM (titrated, usually from 115 µM), for the others: top-dose activity change, negative = cytotoxicity, hits mostly inhibitors; actives 6.6% (n = 94,000); AID 1345083, 2018; also: potency is read from the fitted curve at half-maximal effect; nearly all actives have a fitted effect of over 60% in size
#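 ATP-coupled CellTiter-Glo luminescence served as viability read-out, recorded 10 min after reagent addition at room temperature. HEK 293 cells, 250 cells/well, had been incubated with pintool-transferred compound for 48 or 72 hr at 37 degree Celsius.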
# 3T3 cytotox: Cytotoxic Profiling in NIH 3T3 Cell Line of Diverse Libraries Using Quantitative High-Throughput Screening; actives 4.3% (n = 94,000); Potency, µM (highest dose often 96.7 µM), for inactives: at the top dose activity change, negative = cytotoxicity, usual class: inhibitors; NIH 3T3 viability, CellTiter-Glo ATP luminescence, 48-72 h; also: potency is read from the fitted curve at half-maximal effect; nearly all actives have a fitted effect of over 55% in size
#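 Viability of NIH 3T3 cells after 48 or 72 hr compound treatment at 37 °C was assessed by CellTiter-Glo, with luminescence imaged following a 10 min room-temperature step.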
# GPT2 inh: Primary qHTS assay for inhibitors of Glutamate pyruvate transaminase 2 (GPT2) | Recombinant GPT2, coupled pyruvate oxidase/HRP Amplex Red fluorescence | Alanine aminotransferase 2 (Homo sapiens), Q8TD30 | Potency, µM (top dose mostly 57.7 µM), inactives show top-dose activity change, negative = inhibition, actives largely listed as inhibitors | actives 0.25% (n = 100,000); also: potency is read from the fitted curve at half-maximal effect; nearly all actives have a fitted effect of over 60% in size; many of its hits are not listed in these tables
#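 GPT2 10ng/uL, a-KG 250uM, L-Ala 2mM, HEPES pH7.5 + 0.0001% Tween; 30 min RT. Then Amplex mix (PO/HRP/ThPP), 30 min RT dark, fluorescence. AOA 50uM used as positive control.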
# Numbers without * were called inactive; i = inactive; u = inconclusive; x = no result given; [ ] = another dose, or the depositor's remark. Unless noted, calls follow the shape of the dose curve; as a rule, active = well fitted curve in the direction sought with a large enough effect; inconclusive = small, poorly fitted or top-dose-only effect, or another doubt; inactive = no such curve, though single readings can be large; an effect the other way counts as inactive or inconclusive. Unless noted, % is scaled to controls: 0 for no effect and ±100 for the full control effect. Only part of the results is shown (hit frequency here may not be typical).
SMILES,Luciferase inh,SNCA expr inhib,HEK293 viab,IP6K1 inh,HEK cytotox,3T3 cytotox,GPT2 inh
CC[C@H]1OC(=O)[C@H](C)[C@@H](O[C@H]2C[C@@](C)(OC)[C@@H](O)[C@H](C)O2)[C@H](C)[C@@H](O[C@@H]2O[C@H](C)C[C@H](N(C)C)[C@H]2O)[C@](C)(O)C[C@@H](C)/C(=N/OCOCCOC)[C@H](C)[C@@H](O)[C@]1(C)O,x,x,-3%,5,x,x,4%
CCc1ccc(S(=O)(=O)c2nnn3c2nc(NC(C)C)c2sccc23)cc1,x,-3%,3%,3,x,x,x
Cc1noc(C)c1C(=O)N1CCCC(c2[nH]ncc2-c2ccc(F)cc2)C1 (stereo not drawn),9%,-3%,-7%,5,-4%,u,-4%
CC(=O)Nc1ccc(CN2CCC(N3CCCCCC3=O)CC2)cc1,4%,-19%,-11%,10,-17%,-13%,-17%
CC(C)CC(=O)Nc1nnc(S(=O)(=O)N(CC(C)C)c2ccccc2)s1,x,-14%,22%,-13,x,x,x
CN(C)c1ccc(C(=O)N2CCN(c3nnc4ccccn34)CC2)cc1,-12%,-11%,1%,-8,3%,-18%,i
COc1ccccc1C(=O)Nc1nc2ccc(S(=O)(=O)N3CCCC3)cc2s1,x,-18%,-10%,2,x,x,x
OCC1(CNCc2cccnc2)C[C@@H](O)[C@@H](O)C1 (stereo partly drawn),-3%[230 µM],-26%[87.6 µM],2%[87.6 µM],-2,i,0%[230 µM],i
O=C(CNC(=O)c1ccccc1F)OCc1cc(=O)n2nc(C3CCCCC3)sc2n1,x,19%,-3%,-7,x,x,x
CCc1noc([C@@H]2CC(F)(F)CN2C(=O)CCn2cccn2)n1,-3%,-12%,-4%,3,-5%,-8%,i
CN1C(C(=O)Nc2ccccn2)=C(O)c2sc(Cl)cc2S1(=O)=O,x,17%,-17%,x,x,x,i
CCOc1ccccc1C(=O)N1CCC[C@H]1c1nc(-c2ccc(OC)c(OC)c2)no1,-3%,13%,3%,-3,u,-21%,1%
CC1(C)[C@@H](OC(=O)CCC(=O)O)CC[C@]2(C)[C@H]3C(=O)C=C4[C@@H]5C[C@@](C)(C(=O)O)CC[C@]5(C)CC[C@@]4(C)[C@]3(C)CC[C@@H]12,x,-36%[25.6 µM],-27%[23.9 µM],-14,x,x,i
CCC1(C(=O)Nc2ccc(OC)c(F)c2)CCCCC(=O)N1 (stereo not drawn),0%,11%,8%,0,2%,-9%,-11%
Cc1cc2nc(CO[C@H]3CN(Cc4ccc(C(F)(F)F)cc4)C[C@H]3F)[nH]c2cc1C,-28%[172 µM],u,-10%[87.6 µM],2,u,-24%[138 µM],-21%[88.5 µM]
CNC(=O)N1CCC(C2CCN(Cc3ccc(F)c(OC)c3)C2)CC1 (stereo not drawn),-3%,u,-27%[12.5 µM],0,3%,i,-6%
O=C(c1ccc(F)cc1)N1CCC2(CN[S+](=O)([O-])c3ccccc3N2)C1 (stereo not drawn),-17%,22%,6%,-11,u,-1%,i
O=C(NCC1CC1)C1CCCN1c1nc2ncccc2o1 (stereo not drawn),1%[172 µM],3%[87.6 µM],-17%[87.6 µM],4,i,-19%[138 µM],i
CCOC(=O)c1cc2c(=O)n3ccccc3nc2n(CCOC)c1=NC(=O)c1c(-c2ccccc2Cl)noc1C,x,42%[activator],17%,32,x,x,x
Cc1nn(-c2ccccc2)c2c1C(C(C)C)N(C1CCN(C(=O)c3ccc(F)cc3)C1)C2=O (stereo not drawn),x,x,x,10,45µM*,u,x

# Profiles from above:
# O=C(CNC(=O)c1ccccc1F)OCc1cc(=O)n2nc(C3CCCCC3)sc2n1 is listed with Luciferase inh = x; SNCA expr inhib = 19%; HEK293 viab = -3%; IP6K1 inh = -7; HEK cytotox = x; 3T3 cytotox = x; GPT2 inh = x
# CN1C(C(=O)Nc2ccccn2)=C(O)c2sc(Cl)cc2S1(=O)=O is listed with Luciferase inh = x; SNCA expr inhib = 17%; HEK293 viab = -17%; IP6K1 inh = x; HEK cytotox = x; 3T3 cytotox = x; GPT2 inh = i

# Additional records
SMILES,Luciferase inh,SNCA expr inhib,HEK293 viab,IP6K1 inh,HEK cytotox,3T3 cytotox,GPT2 inh
COc1cccc(-c2cc3c(=O)n(CCNC(=O)c4cc(F)cc(F)c4)ccn3n2)c1,-16%,15%,-23%,-12,u,u,i
COc1ccc(CNC(=O)C2CCCN(c3nccc(Nc4ccc(C)cc4)n3)C2)cc1 (stereo not drawn),x,u,-2%[12.5 µM],-6,10µM*,u,i
COc1ccc(CCNC(=O)c2ccc3c(c2)N(Cc2ccc(C)cc2)CCS3)cc1OC,x,-3%,-22%,-12,x,x,x
COc1ccc(CNc2ncnc3onc(-c4ccc(F)cc4)c23)cc1,x,15%,16%,14,x,x,x
Cc1cc(C(=O)N2CCC(c3nc(C4CCOCC4)no3)CC2)nn1C,-3%,21%,16%,14,i,0%,3%
Cc1noc(C)c1[S+](=O)([O-])N1CCC(c2nn(-c3ccccn3)c(=O)[nH]2)CC1,x,u,0%,23,-4%,-11%,0%
CCCCN(C)CCCNC(=O)CN1N=C(c2ccc(OC)cc2)CCC1=O,x,-1%,-7%,-2,x,x,x
O=C(c1ccccc1)N1CCc2sc(C(=O)N3CCN(c4ccccc4)CC3)cc2C1,-2%,33%,-8%,6,u,u,-15%
CCCCOc1ccc(C2C(=O)N(C3CCCCC3)CC(=O)N2C2CCCCC2)cc1 (stereo not drawn),x,4%,2%,9,x,x,x
COc1ccc(C(=O)C2CCN(CC(=O)N(Cc3nc4c(c(=O)[nH]3)COCC4)CC3CC3)CC2)cc1,x,x,-19%,2,x,x,i
CCOc1ccccc1-c1nc(-c2nnn3c2COC(c2ccc(OC)cc2)C3)no1 (stereo not drawn),-9%,10%,23%,-5,3%,-23%,-3%
CO[C@H]1C(=O)N(C(C)C)[C@H]1C1CCN(S(=O)(=O)c2cccs2)CC1,-12%,27%,10%,12,u,-20%,0%
O=C1CC2(CCN(CC3CCNC3)C2)Nc2ccccc2N1 (stereo not drawn),x,8%[87.6 µM],6%[87.6 µM],17,-7%[172 µM],-3%[138 µM],i
CCCC(=O)Nc1ccc2nn(-c3ccc(CC)cc3)nc2c1,x,87%[activator],13%,-6,x,x,x
CCOc1ccc(CNC(=O)c2ccc3c(c2)N(CC)CCS3)cc1,x,-12%,-1%,30,x,x,x
Cc1noc(-c2ccccc2OC2CCN(C(=O)c3cnccc3C)C2)n1 (stereo not drawn),x,9%,1%,-6,0%,-16%,3%
O=C(CN1CCN(C2CCCC2)CC(O)C1)NCCc1ccccc1 (stereo not drawn),6%,-9%,-6%,-4,i,2%,-2%
CCOCCn1c(=O)n(Cc2ncccn2)c2cc(C(=O)O)cnc21,-4%,-12%,-6%,6,-9%,2%,-4%
c1cnn(-c2ccc(-c3n[nH]c(C4CCOCC4)n3)cc2)c1,u,129%[activator],3%,0,1%,i,i
COc1ccc(NC(=O)c2ccc3oc(=O)c(S(=O)(=O)c4ccc(C)cc4)cc3c2)cc1OC,x,2%,14%,-7,x,x,x
O=C(NC1CCCN(c2cc(-c3ccc(F)cc3)[nH]n2)C1)c1ccc(F)cc1F (stereo not drawn),1%,52%[activator],-4%,7,u,u,i
CCn1cc(C(=O)N2CCOc3c(O)cc(-c4ccccc4C)cc3C2)cn1,9%,-17%,2%,27,u,u,2%[11.5 µM]
COc1ccc(S(=O)(=O)N[C@H]2C[C@H]3C(=O)NC[C@@H](CCC(=O)NCc4ccccc4)N3C2)cc1,3%,-10%,-8%,0,2%,-2%,-7%
CN(C)CC(O)COc1ccc(CN(C)C2CCSCC2)cc1 (stereo not drawn),-2%,4%,3%,-7,3%,i,-3%
CC(=O)Nc1cccc(NC(=O)CSc2nccn2C2CCCC2)c1,x,91%[activator],-2%,29,x,x,x
COc1ncccc1-c1cnc2n[nH]c(-c3ccc4c(c3)OCO4)c2n1,3%[172 µM],u,-8%[87.6 µM],11,45µM*,45µM*,4%[88.5 µM]
O=C(NCc1ccccc1)C1=NO[C@@H]2CN(Cc3ccncc3)C[C@H]12,-12%[172 µM],0%[87.6 µM],2%[87.6 µM],-9,u,-5%[138 µM],i
COCC(=O)N1CCN(C(=O)c2cccc(-c3ccc(OC)nn3)c2)CC1,x,x,x,-6,i,-3%,x
COc1ccccc1N1CCN([C@@H]2[C@H](O)[C@H](CO)O[C@@H]2CN)CC1,-3%,1%,2%,-4,-8%,-2%,-6%
Cc1ccc2c(c1)-c1c(cnc3cc(-c4ccc(F)cc4)nn13)CO2,x,-3%,8%,-9,x,x,x
C[C@H]1[C@@H]2[C@@H](O)C([C@H](C)C(=O)NCc3cccs3)CC[C@@]2(C)CC[C@@H]1NC(=O)c1cncnc1 (stereo partly drawn),-20%,-14%,-11%,-8,-5%,-19%,-3%
COc1ccc2c(CNC3CCCC3)c(C(=O)O)n(Cc3ccccc3C)c2c1,x,-3%,-2%,9,x,x,x
CN(CC1CCOCC1)C(=O)Nc1ccccc1F,-2%,5%,5%,27,2%,3%,i
O=c1c2nc(N3CCC(c4ccccc4)CC3)ccc2ncn1-c1cccnc1,u,9%[87.6 µM],-3%[87.6 µM],9,u,u,1%[88.5 µM]
CCOc1cc(C(=O)Nc2ccc3nc(Nc4cccc(Cl)c4)cc(C)c3c2)cc(OCC)c1OCC,x,-2%,-13%,17,x,x,x
COc1ccccc1NC(=O)c1oc2ccccc2c1NC(=O)Cc1cccs1,x,0%,2%,9,x,x,x
CCOc1ccc(NC(=O)c2cnn3c(C(F)F)cc(-c4ccc(C)cc4)nc23)cc1,x,23%,4%,-6,x,x,x
COc1ccc(CCN2C(=O)N(c3ccc(F)cc3)C(=O)C2CC(=O)Nc2ccccc2)cc1 (stereo not drawn),x,-12%,0%,-3,x,x,x
O=C(NCc1ccccc1)c1cc(-c2ccc(Cl)cc2Cl)c2nncn2n1,x,12%,-14%[12.5 µM],13,u,u,-5%
CC(=O)c1ccc(NC(=O)CCCc2nc(-c3cccc(C)c3)no2)cc1,x,-36%,-5%,-3,x,x,x
Cn1ccnc1CN1CCCC12CCN(c1ccc(C(F)(F)F)cn1)CC2,-5%,10%,-4%,-7,50µM*,u,3%
COc1ccc(C)c2sc(NC(=O)c3ccc(S(=O)(=O)N4CCCCC4)cc3)nc12,x,23%,-1%,4,x,x,x

# Screens (PubChem)
